Screens (PubChem)
JMJD2C inh – human JMJD2C demethylase inhibition; AID 2099; inhibition, % at 2.35 µM; 330,000 compounds, 0.069% hits; GST-JMJD2C(1-420) H3K9me3 demethylation, DELFIA europium; Q9H3R0;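 active means more than half of a compound's replicate wells show inhibition beyond 50%, single wells judged on their own value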;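 further: signal counts dimethyl H3K9 product captured on neutravidin plate; 0% = median of DMSO wells and 100% = 0.3 times that DMSO median; strong numbers were not always called active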
Target sequence (Q9H3R0 1-420 limits assumed): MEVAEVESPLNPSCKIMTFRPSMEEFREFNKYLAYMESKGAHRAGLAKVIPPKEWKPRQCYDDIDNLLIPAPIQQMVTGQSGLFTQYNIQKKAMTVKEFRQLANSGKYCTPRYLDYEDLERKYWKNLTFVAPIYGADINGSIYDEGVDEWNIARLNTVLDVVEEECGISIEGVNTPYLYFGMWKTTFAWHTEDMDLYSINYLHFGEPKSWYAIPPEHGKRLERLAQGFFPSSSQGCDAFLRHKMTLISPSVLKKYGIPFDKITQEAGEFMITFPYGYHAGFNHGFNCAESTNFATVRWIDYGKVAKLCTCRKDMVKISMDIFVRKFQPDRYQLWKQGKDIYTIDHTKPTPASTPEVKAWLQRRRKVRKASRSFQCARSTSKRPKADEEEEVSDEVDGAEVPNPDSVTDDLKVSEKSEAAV
LYPLA2 counter – blocks human lysophospholipase 2, a PME1 counter-screen. recombinant LYPLA2, FP-Rh probe fluorescence polarization. O95372. AID 2177. inhibition, % at 5.9 µM. 320,000 compounds, 0.38% hits;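 active means inhibition above the screen-wide mean plus 3 SD, limit set per campaign, cut at about 26% in these data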;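 further: 0% = LYPLA2 with DMSO and 100% = wells lacking LYPLA2 enzyme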
Target sequence (O95372 whole entry, looked up): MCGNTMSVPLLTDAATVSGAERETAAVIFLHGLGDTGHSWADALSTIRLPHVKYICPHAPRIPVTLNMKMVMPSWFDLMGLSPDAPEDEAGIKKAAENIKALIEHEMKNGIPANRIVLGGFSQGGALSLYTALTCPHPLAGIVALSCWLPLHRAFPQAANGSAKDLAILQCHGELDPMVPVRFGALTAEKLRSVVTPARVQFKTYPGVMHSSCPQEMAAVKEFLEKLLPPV
PREPL inh – inhibits the human prolyl oligopeptidase-like enzyme. Q4J6C6. recombinant PREPL, fluorescence polarization activity-based probe. inhibition, % at 5.96 µM. 320,000 compounds, 0.68% hits. AID 2751; in the data active means inhibition above about 43%;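 further: 0% = enzyme with DMSO and 100% = wells lacking enzyme; many of its hits are not listed in these tables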
CTSL1 counter – blocks F. hepatica cathepsin L1 in PFM18AAP counter-screen; inhibition, % at 5.96 µM; recombinant F. hepatica cathepsin L1, Z-Leu-Arg-MCA fluorescence; 300,000 compounds, 0.49% hits; AID 1906;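 active means inhibition above the mean of all tested compounds plus 3 SD, set per screening campaign, cut at about 17% in these data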;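 further: 0% = plate median of test compound wells and 100% = 1 µM Z-Phe-Ala-diazomethylketone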
PP1 counter – PP1-alpha (human) inhibition in PP5 counter-screen; purified PP1alpha, OMFP fluorescence; inhibition, % at 6.7 µM; P62136; AID 2235; 320,000 compounds, 0.9% hits;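 active means inhibition above the mean inhibition of all tested compounds plus 3 SD, computed separately for each screening campaign, cut at about 15% in these data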
Target sequence (P62136 whole entry, looked up): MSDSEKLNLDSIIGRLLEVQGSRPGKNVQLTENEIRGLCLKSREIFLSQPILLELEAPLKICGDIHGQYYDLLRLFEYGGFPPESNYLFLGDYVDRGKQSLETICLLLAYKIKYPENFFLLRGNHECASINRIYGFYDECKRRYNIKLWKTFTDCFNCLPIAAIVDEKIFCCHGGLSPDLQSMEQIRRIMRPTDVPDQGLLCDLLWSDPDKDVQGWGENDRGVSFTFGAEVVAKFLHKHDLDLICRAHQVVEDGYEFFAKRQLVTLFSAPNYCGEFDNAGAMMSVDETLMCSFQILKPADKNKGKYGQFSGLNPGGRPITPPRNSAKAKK
core dimer inh – blocks dimerization of HCV core protein. TR-FRET GST/Flag-core106 dimerization, 1536-well. 300,000 compounds, 0.33% hits. inhibition, % at 5 µM;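 active means inhibition above the mean of all tested compounds plus 3 SD, set per screening campaign, cut at about 45% in these data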
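Assay system: GST-tagged and Flag-tagged HCV core protein residues 1-106 / Times: compound-protein-antibody incubation 4 h at 22.5 °C / Signal: time-resolved FRET, ex 340 nm, em 617 and 671 nm / Evaluation: % inhibition based on acceptor/donor emission ratio / Benchmarks: wells lacking GST-core106 and wells with excess unlabelled core106 / Repeats: singlicate, one well per compound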
TPT1 inhibitor – C. albicans TPT1 enzyme inhibition; recombinant caTPT1, FP RNA substrate dephosphorylation; inhibition, % at 5 µM; 300,000 compounds, 0.81% hits; AID 1962;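 active means inhibition above the mean of all tested compounds plus 3 SD, set per screening campaign, cut at about 24% in these data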;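 further: plate controls were DMSO alone for no effect and ferristatin control at 100 nM for full effect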
Efflux pump inh – inhibitors of Candida antifungal efflux pumps expressed in yeast; S. cerevisiae Candida pump triplex, Nile Red efflux; inhibition, % at 10 µM; AID 485275; 330,000 compounds, 0.44% hits;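 active means plate passing quality check with inhibition over a set limit, or well fluorescence over plate mean plus 4 SD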;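 further: Nile Red retained in pooled yeast measured as flow cytometry median fluorescence; 0% = buffer negative control and 100% = Enniatin B positive control; higher means more Nile Red kept so more efflux inhibition; some compounds called inactive have numbers as strong as hits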
PP5 primary – PP5 (human) phosphatase inhibition; P53041; purified PP5c, OMFP substrate fluorescence; inhibition, % at 6.7 µM; 320,000 compounds, 0.18% hits; AID 1987;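 active means inhibition above the campaign's mean inhibition across all tested compounds plus 3 SD, cut at about 9.5% in these data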;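 further: 0% = DMSO only and 100% = 100 µM cantharidin control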
Starred values were filed as active, the others as inactive; . = not tested or not shown. Not all compounds are listed; count on the stated rates, not on these rows.

SMILES	JMJD2C inh	LYPLA2 counter	PREPL inh	CTSL1 counter	PP1 counter	core dimer inh	TPT1 inhibitor	Efflux pump inh	PP5 primary
CC1CN(C(=O)c2cn3ccccc3n2)CC(C)O1 (configuration not stated)	0	-5	0	1	1	1	-1	-0.1	1.3
c1ccc(-c2nc(N3CCCCC3)nc3ccccc23)cc1	-3	0	-7	1	-3	2	-1	-0.1	1.6
O=C(Nc1scc(-c2ccccc2)c1C(=O)O)c1ccc(F)cc1	5	5	-4	1	8	12	-5	-0.1	3.3
O=C(NCc1ccncc1)/C(=C\c1ccc(F)cc1)NC(=O)c1ccccc1	8	7	-3	-2	-5	10	0	0.1	-0.6
CCOC(=O)/C=C/C(=O)OCC(=O)NC(c1ccccc1)c1ccccc1	-4	7	8	-6	-2	-4	1	0.1	1.9
CN(C)c1ccc(CC(=O)c2nc3ccccc3s2)cc1	-2	3	7	-2	-3	12	5	0.0	2.7
COc1ccc(/C=C(/NC(=O)c2ccccc2)C(=O)N/N=C/c2cccs2)cc1OC	8	6	-2	10	-4	3	-1	0.1	2.0
CSCCC(NC(=O)c1ccco1)C(=O)NCC(C)(C)N1CCOCC1 (configuration not stated)	6	-3	8	.	1	.	.	-0.1	1.1
COC(=O)c1c(N2C(=O)[C@H]3[C@@H](C2=O)[C@]2(C(=O)Nc4ccc(C)cc42)N2CCC[C@@H]32)sc(C)c1C	-2	-2	9	1	1	4	0	0.1	-2.4
COc1ccc(/C=N/n2c(SC)nnc(C(C)(C)C)c2=O)c(OC)c1	2	-1	-12	2	2	0	-4	-0.1	3.1
Cc1ccc2cc(CCNS(=O)(=O)c3ccc(F)cc3)c(=O)[nH]c2c1C	10	-2	0	-4	-1	6	-1	0.6	2.1
COc1cccc(C(=O)NN2CC(O)=C(c3nc(C)cs3)C2=N)c1	9	4	11	3	-1	-6	-1	0.1	-1.2
CCOC(=O)Cc1csc(NC(=O)/C=C/c2ccccc2Cl)n1	6	-21	10	4	1	-7	2	-0.1	3.3
CCC(=O)N1CCc2cc(S(=O)(=O)CCC(=O)N3CCN(c4ccc(F)cc4)CC3)ccc21	-4	2	-3	-1	-2	1	0	0.2	-1.4
CCCCCCCCCCCCCCCC(=O)OC/C=C(C)/C=C/C=C(C)/C=C/C1=C(C)CCCC1(C)C	.	14	2	0	-5	3	-2	1.6*	6.5
Cc1ccc(S(=O)(=O)Nc2cccc(C(=O)NCC(c3ccco3)N(C)C)c2)cc1F (configuration not stated)	16	0	-25	6	-2	-1	2	0.0	-0.4
O=C(c1ccccc1)C(Nc1ccccn1)c1ccccc1 (configuration not stated)	0	0	-6	-3	-3	4	1	-0.1	-0.5
CC(C)c1nc2oc3ccccc3c(=O)c2c(=O)n1-c1ccccc1	4	2	1	-2	4	1	0	0.1	2.0
Cc1ccc(N=C2NC(=O)CS2)cc1C	-17	0	-1	2	-1	-28	-1	-0.1	-0.8
CC1CCN(c2c(NCc3ccc(C(=O)N4CCN(C5CCCCC5)CC4)cc3)c(=O)c2=O)CC1	0	10	13	3	0	2	-1	0.8	2.1

Given as comma-separated lines: 2 of the compounds above.
compound,JMJD2C inh,LYPLA2 counter,PREPL inh,CTSL1 counter,PP1 counter,core dimer inh,TPT1 inhibitor,Efflux pump inh,PP5 primary
CCOC(=O)/C=C/C(=O)OCC(=O)NC(c1ccccc1)c1ccccc1,-4,7,8,-6,-2,-4,1,0.1,1.9
COc1ccc(/C=N/n2c(SC)nnc(C(C)(C)C)c2=O)c(OC)c1,2,-1,-12,2,2,0,-4,-0.1,3.1

An excerpt from above, limited to PP1 counter and PREPL inh.
SMILES | PP1 counter | PREPL inh
CCOC(=O)/C=C/C(=O)OCC(=O)NC(c1ccccc1)c1ccccc1 | -2 | 8
Cc1ccc(N=C2NC(=O)CS2)cc1C | -1 | -1
CCOC(=O)Cc1csc(NC(=O)/C=C/c2ccccc2Cl)n1 | 1 | 10

Other structures follow:
SMILES	JMJD2C inh	LYPLA2 counter	PREPL inh	CTSL1 counter	PP1 counter	core dimer inh	TPT1 inhibitor	Efflux pump inh	PP5 primary
Cc1nnc(SCC(=O)NNC(=O)C(C)C)[nH]c1=O	3	-5	1	2	-4	1	-1	0.0	-1.9
COc1ccc(S(=O)(=O)NCCOc2ccccc2)cc1-n1cnnn1	-1	2	-3	0	-2	-2	-4	-0.1	0.2
CCOC(=O)c1[nH]c(C)c(C(=O)NCc2ccco2)c1C	1	-2	4	-2	-4	0	-1	-0.2	1.7
Cc1ccc(/C(N)=N/OC(=O)c2cccs2)cc1	0	4	2	-7	-1	-7	-3	0.1	-1.1
COc1ccc(OC)c(C(=O)NC(CC(N)=O)c2ccc(N3CCN(c4ccccn4)CC3)c([N+](=O)[O-])c2)c1 (configuration not stated)	7	5	6	-2	5	-5	1	0.3	-5.6
CCOc1ccc(C2/C(=C(/O)c3ccc4c(c3)CC(C)O4)C(=O)C(=O)N2CCCn2ccnc2)cc1OCC (configuration not stated)	-12	7	1	8	6	13	-1	0.0	1.2
CC1CCN(C(=O)c2ccc(NS(=O)(=O)c3ccc4[nH]c(=O)[nH]c4c3)cc2)CC1	-5	-4	4	1	-5	-2	2	0.1	-0.5
CNc1nnc(SCC(=O)c2cc(C)n(C3CC3)c2C)s1	3	2	18	.	-1	.	.	-0.1	3.1
CC(=O)c1ccc(N2C(=NC(=O)CCC3CCCC3)SC3CS(=O)(=O)CC32)cc1 (configuration not stated)	5	-7	-2	-1	-5	13	2	-0.1	1.4
Cc1ccc(Cl)cc1N1CCN(C(=O)CN(c2ccccc2)S(=O)(=O)N(C)C)CC1	-17	16	-1	-2	3	29	-6	-0.3	5.6
Nc1c(Cl)nc(-c2ccccc2)nc1Cl	-4	0	12	-2	0	-1	-4	0.1	-2.4
COc1ccc(C2C(=O)N(C3CCCCC3)CC(=O)N2Cc2ccc3c(c2)OCO3)cc1 (configuration not stated)	8	5	23	2	-5	4	-2	-0.1	0.5
Cc1ccc(/C=C/C(=O)NCc2cccs2)cc1	17	5	7	5	2	-1	3	0.9	-0.4
COc1cc(C2c3c(-c4ccccc4)n[nH]c3C(=O)N2c2ccc(C(=O)O)cc2)ccc1O (configuration not stated)	7	1	1	-2	1	12	-2	-0.1	-1.2
CC(=O)N1CCc2cc(S(=O)(=O)N3CCc4ccccc43)ccc21	8	-1	-5	2	1	9	-2	-0.3	3.3
O=C(NCc1ccco1)c1cccc(Nc2nc3ccc(Br)cc3[nH]2)c1	1	-37	21	3	4	4	2	0.0	5.2
Cc1ccc(C(NC(=O)N2CCCCC2)=C(Cl)Cl)cc1F	-1	3	-8	9	-2	0	2	-0.1	0.7
O=C(O)/C=C/C(=O)N(CC1CCCO1)C1CC(=O)N(c2c(Cl)cccc2Cl)C1=O (configuration not stated)	-8	-4	9	0	-3	6	3	0.4	1.2
CC(=O)Nc1ccc(C(=O)NCCCOC(C)C)cc1	1	0	-4	-2	-6	-1	0	0.0	1.2
CC(C)N(CCNC(=O)COc1ccc2oc3c(c2c1)CCCC3)C(C)C	6	-8	43	2	-2	8	3	0.5	-2.4
CC(C)OC(=O)Cn1c(=O)oc2ccccc21	-12	5	2	-3	-5	-3	1	0.1	2.0
Cc1cc(=O)oc(C)c1C(=O)NCC(C)NC(=O)c1c(C)cc(=O)oc1C (configuration not stated)	10	0	-8	1	-2	1	-3	0.0	3.0
CCOC(=O)Cc1nnc(NC(=O)CSc2nc3ccccc3[nH]2)s1	-4	-1	0	3	-5	4	-4	0.1	-2.9
C/C(=N\NC(=O)CCn1nc(C)cc1C)C(C)(C)C	-2	-4	0	-3	0	-6	4	-0.3	2.5
Cc1ccc2cc3cc(C(=O)N4CCN(Cc5ccccc5)CC4)sc3nc2c1	8	-9	1	2	0	7	4	-0.1	-1.2
COc1ccc([N+](=O)[O-])cc1NC(=O)CSc1nc(C)c(C)c(C)n1	14	-2	5	2	-5	-16	-3	0.0	0.7
Cc1nn(CC#N)c(=O)n1-c1ccc(Cl)cc1	5	-4	-7	0	-5	-3	3	0.0	-0.9
COC(=O)c1cc(OC)c(OC)cc1NC(=O)c1ccc(OC)cc1	-14	5	19	4	-1	1	-6	-0.1	2.0
CCOC(=O)CN(C)C(=O)CCc1nnc(-c2ccc(-c3ccccc3)cc2)o1	15	1	15	-2	1	4	-1	0.1	1.1
O=C(CCCSc1nc2sc3c(c2c(=O)[nH]1)CCC3)NCCO	-19	-1	-10	1	-3	-6	2	0.2	4.1
COC(=O)Cn1c(C(=O)N2CCCC2)cc2c1C[C@H]1CN(C(=O)c3ccccc3)[C@@](Cc3ccc(F)cc3)(C(=O)OC)[C@@H]21	6	1	8	-2	-1	11	-2	0.1	2.5
CN(C)c1ccc(S(=O)(=O)c2ccc(Cl)cc2)cc1	9	1	6	2	0	12	-3	0.0	0.4
O=C(CSc1ccc(-c2cccc([N+](=O)[O-])c2)nn1)N1CCCC1	-28	-3	12	-2	1	7	1	0.1	-1.9
COc1ccc(Cl)cc1NC(=O)C(C)N1CCN(C/C=C/c2ccccc2)CC1 (configuration not stated)	-2	-8	-29	4	8	-7	-9	0.1	3.6
CC(=O)Nc1ccc2c(c1)CCCC2	-34	1	0	-1	1	-5	-2	-0.1	-0.7
Cc1cc(C)c(NC(=S)N2CCCC2C(=O)O)c(C)c1 (configuration not stated)	4	1	9	3	-2	-2	-3	-0.1	-0.7
O=C1c2ccccc2C(=O)N1/N=C/c1ccc(Oc2ccc([N+](=O)[O-])cn2)cc1	2	9	14	0	-2	-1	1	-0.1	0.6
COC(=O)CN(c1ccccc1C)S(C)(=O)=O	-8	0	-2	3	-2	-3	-2	-0.1	1.0
CCCOc1cc(N)ccc1C(=O)OCCN(CC)CC	.	1	3	-5	1	8	-2	-0.1	-2.3
C=C1CC2C(=O)N(Cc3cc(OC)ccc3OC)C(C(=O)OCC)(C(=O)OCC)C1N2C(=O)OC(C)(C)C (configuration not stated)	11	5	-8	-4	-1	6	-6	0.0	3.1
COc1ccc(C(=O)NNC(=O)c2ccc3ccccc3n2)cc1	0	2	3	.	-2	.	.	-0.3	0.0
CC1(c2nnc(-c3cccc(Cl)c3)o2)CC(c2ccc(C#N)cc2)=NO1 (configuration not stated)	-2	9	-14	-1	0	-11	-4	-0.2	3.9
O=S(=O)(Nc1ccc(Cl)cc1)c1ccc(N2CCOCC2)c(NC(=S)NC2CC2)c1	-20	1	-5	2	-3	-3	1	-0.1	0.4
CN(C)S(=O)(=O)c1cccc(CNCC2COc3ccccc3O2)c1 (configuration not stated)	115	4	9	0	-3	6	-2	-0.2	0.9
COCCn1c(SCC(=O)NCC2CCCO2)nc2c(c1=O)SCC2 (configuration not stated)	-5	2	-4	4	-1	-16	-5	-0.1	1.3
Cc1ccc(CNCC2CCCO2)s1 (configuration not stated)	-7	-1	4	-4	-5	0	-1	0.0	0.2
Cc1ccccc1NC(=O)c1ccccc1NC(=O)CCC(=O)O	2	2	1	-1	-1	-4	-1	-0.2	-1.6
Cc1cc(C)nc(NS(=O)(=O)c2ccc(NC(=O)CCC3COc4ccccc4O3)cc2)n1 (configuration not stated)	9	1	-6	-2	-4	10	1	-0.2	2.3
COc1ccc(-n2c(-c3ccccc3)nnc2-c2ccc(Cl)cc2)cc1	29	-5	-2	2	-1	3	-1	-0.2	-1.5
COc1ccc(OC)c(/C=C(\C)C(=O)c2c(C)cc(C)[nH]c2=O)c1	-12	2	13	-3	-1	2	-4	0.2	-0.8
